inhibitors of VEEV – inhibitors of VEEV TC-83 cytopathic effect, confirmation, Vero cells (AID 588727). Vero cells, VEEV TC-83 cytopathic effect inhibition; higher % means a stronger effect. inhibition, % at 20 µM; hits with a dose series show IC50 in µM. 0.13% of 350,000 active; in the data active = a potency from the dose series; inconclusive = inhibition mostly from about 14% at the one dose, without a potency; inactive = the rest, 99 in 100 with inhibition below about 12%; note: strong numbers were not always called active
* = called active by the depositor; i = inactive; ? = inconclusive.

Molecule | inhibitors of VEEV
Nc1cc(C(=O)Nc2ccccc2F)ccc1N1CC2CC(C1)c1cccc(=O)n1C2 (configuration not stated) | 0.8%
COc1cc(NC(=O)COc2cc(C)cc3oc(=O)cc(C)c23)cc(OC)c1OC | 5.4%
CCOc1ccc(NC(=O)c2ccc3c(c2)S(=O)(=O)N=C2CCCCCN23)cc1 | i
COC1CCN(C(=O)c2cc(COc3cc(C)ccc3C)on2)CC1 | 0.9%
COc1cc(NC(=O)CCN2CCN(c3ccccc3OC)CC2)cc(OC)c1 | 1.9%
c1ccc(-c2cc(-c3cc(-c4ccccc4)on3)no2)cc1 | 1.5%
Cc1ccccc1P(=O)(c1ccccc1)c1ccccc1C | i
COc1ccc(CN2C(=O)C(CC(=O)NCCc3ccccn3)CC(C(=O)N(C(C)C)C(C)C)=C2C)cc1 (configuration not stated) | i
CCOC(=O)C1CCN(C(=O)c2ccc3c(=O)n4nc(Nc5ccccc5OC)sc4nc3c2)CC1 | 7.4%
COCC(=O)Nc1ccc(S(=O)(=O)Nc2onc(C)c2C)cc1 | i
CCSCCCn1[nH]c2ccccc2c1=O | 2.6%
O=c1[nH]c(=O)n2ncnc2[nH]1 | i
C[C@H](CO)N1C[C@H](C)[C@@H](CN(C)S(C)(=O)=O)OCc2cnnn2CCCC1=O | 4.0%
COc1ccc(-c2nc(S(=O)(=O)c3ccccc3)c(N3CCCC3)o2)cc1 | 0.5%
CC1CCCC(NC(=O)CCCCCn2c(=S)[nH]c3ccsc3c2=O)C1C (configuration not stated) | 0.1%
O=c1[nH]cc(S(=O)(=O)N2CCN(c3ccccc3F)CC2)c(=O)[nH]1 | 0.4%
O=C(CCNC(=O)c1ccc([N+](=O)[O-])cc1)Nc1cc(C(F)(F)F)ccc1N1CCOCC1 | i
O=C(c1ccc2c(c1)CCC2)N1CCN(Cc2c(F)cccc2Cl)CC1 | i
C[C@H]1CN([C@@H](C)CO)S(=O)(=O)c2ccc(Br)cc2O[C@H]1CN(C)C(=O)NC1CCCCC1 | 1.4%
Cc1ccc(S(=O)(=O)N2CCOCC2)cc1NC(=O)COC(=O)COc1ccc(C#N)cc1 | 0.6%
Cc1c(N=O)c(-c2ccccc2)n(O)[n+]1[O-] | i
CS(=O)(=O)Nc1ccc2c(c1)[C@H]1C[C@H](CC(=O)NCc3ccccc3)O[C@H](CO)[C@H]1O2 | 0.2%
CCC/C=C/c1ccc(CN2C(CC(C)C)C(=O)N(Cc3cn(CC4CCCCC4)nn3)CCS2(=O)=O)cc1 (configuration not stated) | 0.8%
Cc1ccc(S(=O)(=O)N2C[C@@H](C)[C@]3(C2)[C@H](O)[C@H](OC(=O)NC2CCCC2)C[C@H]2C(=O)N(c4ccccc4)C(=O)[C@H]23)cc1 | 2.1%
COC(=O)c1ccc(CNC(=O)c2ccccc2C(=O)NCC2(CBr)OCCO2)cc1 | 2.2%
Cc1ccc(-n2nnnc2CNC(=O)C(=O)c2c[nH]c3ccccc23)cc1C | 5.6%
COc1ccc(S(=O)(=O)N(C)C[C@@H]2OCc3cnnn3CCCC(=O)N([C@H](C)CO)C[C@H]2C)cc1 | 1.3%
COc1ccccc1S(=O)(=O)N(C)C[C@H]1Oc2cc(Br)ccc2S(=O)(=O)N([C@@H](C)CO)C[C@H]1C | 5.9%
O=S(=O)(Nc1cccc(S(=O)(=O)N2CCCC2)c1)c1ccc(Br)cc1 | 1.7%
Cc1ccc(S(=O)(=O)N(CCc2ccccc2)c2ccc3c(c2)C2CC3CCN2C(=O)OCc2ccccc2)cc1 (configuration not stated) | i
CSc1ccc(NC(=O)NN(c2ccccc2)C2CCS(=O)(=O)C2)cc1 (configuration not stated) | 4.3%
CCCC(=O)Nc1ccc2c(c1)nc(CCN1CCC(C)CC1)n2C | 0.5%
CCOc1ccc(N2CC(C(=O)Nc3cccc(S(=O)(=O)N4CCOCC4)c3)CC2=O)cc1 (configuration not stated) | 2.4%
Cc1cc(OCC(=O)OCC(=O)N2CCCCC2)ccc1Cl | 2.5%
O=Cc1ccc2c(c1)OCCOCCOCCOCCO2 | i
CC(=O)Nc1nn(CC(C)C)c2nc3ccc(C)cc3cc12 | 7.2%
O=C(NCc1ccc(F)cc1)c1cc(-c2ccccn2)nc2ccc(S(=O)(=O)N3CCOCC3)cc12 | 1.4%
CCn1c(SCC(=O)NCCc2ccc(OC)c(OC)c2)nc2c([nH]c3ccccc32)c1=O | 3.8%
Cc1ccc([C@H]2N[C@]3(CCCN(Cc4ccccc4)C3=O)[C@H]3C(=O)N(C)C(=O)[C@@H]23)cc1 | 1.1%
CCC(C(N)=O)N1C(=O)C2C3CCC(C3)C2C1=O (configuration not stated) | 3.9%
CCOC(=O)c1cc(C)nnc1C(=O)OCC | 0.5%
COc1ccc([N+](=O)[O-])cc1NC(=O)COC(=O)C12CC3CC(CC(O)(C3)C1)C2 | 1.6%
Cc1cc(S(=O)(=O)NC[C@H]2O[C@@H](n3ccc(N)nc3=O)[C@H](O)[C@@H]2O)c(C)s1 | 0.5%
C[C@H]1CN([C@@H](C)CO)S(=O)(=O)c2ccc(Br)cc2O[C@H]1CN(C)S(=O)(=O)c1ccccc1F | 0.5%
CCOc1ccc(S(=O)(=O)Nc2cccc(C(=O)N3CCN(c4ccccn4)CC3)c2)cc1 | 9.1%
CN1CCN(C(=O)c2ccc(S(=O)(=O)N(C)c3ccccc3)cc2)CC1 | ?
CCCc1ccc(S(=O)(=O)N2CCN(C(=O)c3cc(C)on3)CC2)cc1 | i
CC(C)c1nc(CNC(=O)CC2C(=O)NCCN2Cc2ccccc2)cs1 (configuration not stated) | 0.8%
C[C@@H]1CN([C@H](C)CO)S(=O)(=O)c2ccc(C#Cc3ccccc3)cc2O[C@H]1CN(C)C(=O)Nc1ccc2c(c1)OCO2 | 0.4%
CCC[C@H]1CN(c2ccccc2)C(=O)[C@@H]1CC(=O)Nc1ccccc1 | i
COc1ccc(S(=O)(=O)N2CCCCC2)cc1NC(=O)C1CC1(Cl)Cl (configuration not stated) | 0.0%
CCOC(=O)c1ccc(NC(=O)c2nc[nH]c2C(=O)NC[C@H](C)O)cc1 | 7.5%
Cc1onc(-c2ccccc2)c1C(=O)OCC(=O)N1CCCCC1 | i
Cc1ccc(C(=O)Nc2nc(-c3ccc4c(c3)OCCO4)cs2)o1 | 9.8%
COc1ccccc1C(=O)NCC(=O)OCc1nnc(-c2ccccc2)o1 | i
Nc1ccc2c(Cl)cc(Cl)cc2c1 | i

(more compounds)
Molecule | inhibitors of VEEV
CCCCOC(=O)c1ccc(NC(=O)COC(=O)C2CC2C)cc1 (configuration not stated) | 4.3%
C[C@H]1CN([C@@H](C)CO)C(=O)CCCn2cc(nn2)CO[C@@H]1CN(C)C(=O)Nc1ccc(C(C)(C)C)cc1 | i
CC(=NNC(=S)N1CC2CCC(CC2)C1)c1ccccn1 | i
COc1ccc(Br)c(C(=O)OCC(=O)Nc2cc(C)on2)c1 | i
CN(C(=O)COC(=O)c1c[nH]c2ccccc12)c1ccccc1 | 0.6%
Cc1ccc(S(=O)(=O)N2C[C@H]3[C@H]4C(=O)N(c5ccccc5)C(=O)[C@H]4C[C@H](OC(=O)NCc4ccco4)[C@@]3(O)C2)cc1 | 0.1%
Cc1cccc(OCCC(=O)OCC(=O)N2c3ccccc3NC(=O)C2(C)C)c1 | i
COc1cc(/C=N/N2CCN(Cc3ccccc3)CC2)cc(OC)c1OC | 1.6%
O=C(NN=Cc1c[nH]c2ccccc12)NN=Cc1c[nH]c2ccccc12 | 5.1%
CN(C1=NS(=O)(=O)N=C(N(C)c2ccccc2)O1)c1ccccc1 | 9.1%
Clc1ccccc1NN=Cc1ccccn1 | i
Cc1cccc(C)c1NC(=O)CN1CCN(C(=O)c2cc(C3CC3)nn2-c2ccccc2)CC1 | 0.9%
Cc1ccc2c(=O)n3c(nc2c1)C(Cc1ccc(O)cc1)NC(=O)c1cccnc1-3 (configuration not stated) | 1.1%
COc1cccc(C(=Cc2ccc([N+](=O)[O-])cc2)C(=O)O)c1 | 2.7%
COc1ccccc1N1CCN(C(=O)CN(C)S(=O)(=O)c2ccc(C)cc2)CC1 | 0.2%
COc1ccc(C2=NN(C(=O)c3ccco3)C(c3cccs3)C2)cc1OC (configuration not stated) | 7.9%

3 structures out of the list, arranged by molar mass, rising:
Molecule | inhibitors of VEEV
Clc1ccccc1NN=Cc1ccccn1 | i
CN(C1=NS(=O)(=O)N=C(N(C)c2ccccc2)O1)c1ccccc1 | 9.1%
COc1ccc(C2=NN(C(=O)c3ccco3)C(c3cccs3)C2)cc1OC (configuration not stated) | 7.9%

Continuation.
Molecule | inhibitors of VEEV
COc1ccc(S(=O)(=O)N(C)[C@H]2C[C@H]3c4cc(N5CCN(C)CC5)ccc4CCN3C(=O)[C@H]2[C@H](C)O)cc1 | i
O=C(Cn1ncc2ccccc2c1=O)Nc1cccc(C(F)(F)F)c1 | i
C[C@H](CO)N1C[C@H](C)[C@@H](CN(C)S(=O)(=O)c2ccc(Oc3ccccc3)nc2)OCc2cnnn2CCCC1=O | 0.9%
O=C(NCc1cccs1)c1ccc(CS(=O)Cc2ccc(Cl)cc2)o1 (configuration not stated) | 0.1%
COc1ccc(C)cc1NC(=O)Cc1csc(NC(=O)Nc2ccccc2OC)n1 | 6.1%
O=C(COc1ccc(S(=O)(=O)N2CCOCC2)cc1)NCCc1ccc(Cl)cc1 | 9.7%
C[C@@H]1CN([C@H](C)CO)C(=O)c2cc(C#Cc3ccccc3F)cnc2O[C@@H]1CN(C)S(=O)(=O)c1ccccc1F | 0.3%
Cc1cc(Cl)c2oc(C(=O)N3CCN(c4cnccn4)CC3)c(C)c2c1 | 9.8%
C[C@@H]1CN([C@H](C)CO)C(=O)CCCn2cc(nn2)CO[C@H]1CN(C)C(=O)Nc1ccc2c(c1)OCCO2 | 1.2%
COc1ccccc1C1SCCN1S(=O)(=O)c1ccccc1 (configuration not stated) | 0.0%
CCN(CC)C(=O)C1=C(C)N(Cc2ccccc2)C(=O)C(CC(=O)NCc2cccs2)C1 (configuration not stated) | 0.2%
O=C(OCc1cn([C@@H]2C[C@H](c3ccccc3)N(C(=O)c3cccs3)C[C@H]2O)nn1)c1ccccc1 | i
Cc1cc(CNC[C@H]2O[C@@H](n3cnc4c(N)ncnc43)[C@H](O)[C@@H]2O)no1 | 2.4%
C[C@H](CO)N1C[C@H](C)[C@H](CN(C)C(=O)c2ccccc2)OCc2cnnn2CCCC1=O | 3.0%
C[C@H]1CN([C@@H](C)CO)C(=O)c2cc(Br)cnc2O[C@H]1CN(C)C(=O)C1CC1 | i
COc1cc(/C=C/C(=O)OCC(=O)Nc2ccc3[nH]c(=O)[nH]c3c2)ccc1OC(F)F | i
C[C@H](CO)N1C[C@H](C)[C@@H](CN(C)C(=O)c2cnccn2)Oc2cc(C#CCC3CCCC3)ccc2S1(=O)=O | 2.8%
C1CCC(NC2=NCCO2)CC1 | i
COc1ccc(CNC(=O)C2CCN(S(=O)(=O)N3CCC(C)CC3)CC2)c(OC)c1 | 1.0%
CCCc1c(C(=O)N/N=C(\C)c2ccc(CC(C)C)cc2)nnn1-c1nonc1N | 4.8%
CC(C)(C)Cc1c(-c2ccc(F)cc2)nc2ccc(Cl)cn12 | 2.5%
Cc1nc2sccn2c(=O)c1S(=O)(=O)NCC1CCN(Cc2ccc(Cl)cc2)CC1 | i
c1ccc(CSc2nnc(NC3CCCCC3)s2)cc1 | i
Cc1ccc(NC(=O)c2ccco2)cc1 | 1.1%
O=C1NC(=O)C2(CCCc3c([N+](=O)[O-])cccc32)N1 (configuration not stated) | 0.9%
COc1ccc(CN(C)C(=O)C(Cc2ccccc2)NC(=O)c2ccccc2)c(OC)c1OC (configuration not stated) | 10%
CCCCCCN1C[C@@H](O)[C@H](n2cc(COC(=O)c3ccccc3)nn2)C[C@@H]1c1ccc(C)cc1 | i
C[C@@H]1CN([C@H](C)CO)C(=O)CCCn2nncc2CO[C@@H]1CN(C)S(=O)(=O)c1ccccc1 | i
C#CCN(C[C@@H]1[C@@H](OC(=O)NCc2ccc(OC)c(OC)c2)[C@@H](OC(=O)NCc2ccc(OC)c(OC)c2)CN(C(=O)OC(C)C)N1C(=O)OC(C)C)S(=O)(=O)c1ccc(C)cc1 | 8.2%
O=C(NC1CCC1)C1CCC(=O)N(Cc2ccc(Cl)cc2)C1 (configuration not stated) | i
NC(=O)C1CCN(C(=O)c2ccc(NS(=O)(=O)/C=C/c3ccccc3)cc2)CC1 | 1.6%
CCn1c(SCC(=O)N(C)c2c(N)n(Cc3ccccc3)c(=O)[nH]c2=O)nnc1-c1cccs1 | i
C[C@@H]1CN([C@@H](C)CO)S(=O)(=O)c2ccc(-c3cccc(C#N)c3)cc2O[C@@H]1CN(C)C(=O)c1ccc(F)cc1 | 3.2%
Cc1ccn2c(Cc3ccccc3)c(-c3ccc(F)cc3)nc2c1 | i
C[C@H](CO)N1C[C@H](C)[C@@H](CN(C)C(=O)C2CCOCC2)Oc2ncc(Br)cc2C1=O | i
OC(CNC1CCCCC1)CON=C1CCSc2c(Cl)cccc21 (configuration not stated) | 6.6%
CC(C)c1ccc(C(c2c(O)c3ccccc3oc2=O)c2c(O)c3ccccc3oc2=O)cc1 | 0.7%
O=C(CSc1nnc2n1CCCCC2)NCc1ccccc1 | i
CC1=C(C(=O)N(C)C)CC(CC(=O)NCCCCc2ccccc2)C(=O)N1Cc1ccc(C(C)(C)C)cc1 (configuration not stated) | 0.9%
COc1ccc2cc(C#CC3=CC(=O)C[C@H](c4ccc(F)cc4)C3)ccc2c1 | 7.6%

Screens as filed in PubChem.

This is a subset. The share of hits here may be higher or lower than overall.
